Source: PubChem
MITF primary – blocks human microphthalmia-associated transcription factor | 650,000 tested, 0.91% active | inhibition, % at 2.6 µM | AlphaScreen MITF homodimerization, bead proximity signal; in the data active = inhibition above about 50%;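 note: 0% = vehicle wells with protein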
Target sequence (O75030 whole entry, looked up): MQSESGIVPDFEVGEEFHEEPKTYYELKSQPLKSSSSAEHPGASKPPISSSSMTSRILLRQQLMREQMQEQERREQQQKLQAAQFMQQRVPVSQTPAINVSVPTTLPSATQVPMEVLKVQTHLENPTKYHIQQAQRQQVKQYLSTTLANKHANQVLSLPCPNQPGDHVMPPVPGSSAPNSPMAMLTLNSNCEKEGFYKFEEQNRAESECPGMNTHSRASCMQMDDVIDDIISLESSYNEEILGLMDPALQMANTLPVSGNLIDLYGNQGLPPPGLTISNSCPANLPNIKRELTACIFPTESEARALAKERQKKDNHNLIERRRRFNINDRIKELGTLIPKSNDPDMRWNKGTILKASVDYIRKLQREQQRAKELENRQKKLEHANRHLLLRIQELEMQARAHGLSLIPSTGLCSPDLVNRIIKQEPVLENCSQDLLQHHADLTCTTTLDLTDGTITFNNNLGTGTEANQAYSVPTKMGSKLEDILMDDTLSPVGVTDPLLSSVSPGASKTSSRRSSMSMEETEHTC
FBW7 activator – activators of human E3 ligase FBW7; normalized activity (activation), % at 26.1 µM; AID 1259310; AlphaScreen FBW7–phospho-cyclin E peptide binding, activator screen; 650,000 tested, 0.13% active; in the data active = normalized activity above about 1.9%;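 note: purified mutant Fbw7 with reduced substrate affinity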
TEAD-YAP block – TEAD-YAP interaction inhibition; HEK-TIYL cells, TEAD-Gal4/YAP UAS-luciferase luminescence; inhibition, % at 9.12 µM; 640,000 tested, 1.4% active; AID 1259422; in the data active = inhibition above about 32%;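 note: 0% = median of test compound wells and 100% = reference inhibitor wells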
GPR151 activ – human GPR151 activation. Q8TDV0. PathHunter beta-arrestin GPR151 cells, luminescence. activation, % at 11.2 µM. 650,000 tested, 1% active. AID 1508602; in the data active = activation above about 4.9%;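 note: 0% = median of compound wells and 100% = cells with positive control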
Target sequence (Q8TDV0 whole entry, looked up): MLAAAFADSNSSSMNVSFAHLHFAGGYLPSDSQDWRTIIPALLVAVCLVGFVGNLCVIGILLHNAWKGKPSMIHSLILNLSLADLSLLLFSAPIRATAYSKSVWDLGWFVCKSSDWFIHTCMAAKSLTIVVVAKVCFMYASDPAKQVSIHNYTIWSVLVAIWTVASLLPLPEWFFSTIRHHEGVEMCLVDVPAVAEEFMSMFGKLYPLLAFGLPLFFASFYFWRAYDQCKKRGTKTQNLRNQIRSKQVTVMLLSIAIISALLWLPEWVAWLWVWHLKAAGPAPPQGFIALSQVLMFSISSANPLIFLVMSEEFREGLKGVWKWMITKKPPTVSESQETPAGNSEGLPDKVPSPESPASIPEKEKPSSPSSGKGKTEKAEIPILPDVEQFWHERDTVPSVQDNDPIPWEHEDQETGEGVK
An asterisk follows results filed as active.

SMILES | MITF primary | FBW7 activator | TEAD-YAP block | GPR151 activ
CCc1c(C)sc2ncn3c(=O)n(CC(=O)N4CCCCCC4)nc3c12 | -1 | -0.2 | -3 | -0.7
COc1cccc(OCc2nnc(SCC(C)=O)o2)c1 | -8 | -0.3 | -6 | -1.1
COc1ccc(Cc2nnc(N/N=C/c3ccc(C)o3)[nH]c2=O)cc1OC | 12 | -0.5 | 9 | 2.1
COc1cccc(N(CC(=O)Nc2cccc(C(C)=O)c2)S(=O)(=O)c2ccccc2)c1 | 9 | 0.2 | 4 | 0.5
Cc1cc(C(=O)COn2nnc3ccc(Cl)cc32)c(C)n1-c1ccc2c(c1)OCCO2 | 14 | -0.2 | 6 | -1.0
COc1cc(OC)cc(C(=O)NNC(=O)NC2CCCCC2)c1 | 10 | 0.0 | 1 | 7.3*
FC(F)(F)c1cccc(Nc2nc(-c3ccccc3)c3ccccc3n2)c1 | 4 | 0.0 | 2 | 0.3
COc1cccc(CNC(=O)C2(C)Oc3ccccc3NC2=O)c1 (configuration not stated) | 0 | -0.1 | 6 | 0.7
CCOC(=O)Cc1csc(NC(=O)C(c2ccccc2)c2ccccc2)n1 | 16 | 0.1 | 5 | 0.1
Cn1nnc2cc(C(=O)N3CCCCCC3)ccc21 | 6 | -0.1 | 3 | 0.5
CCCNc1cc(Cl)ncn1 | 0 | 0.0 | 5 | 1.3
NC(C(=O)N1CCCN(C(=O)c2ccc3[nH]ncc3c2)CC1)c1ccc(Br)cc1 (configuration not stated) | 10 | -0.2 | 0 | -1.1
O=C(NNC(=O)c1oc2ccccc2c1-n1cccc1)c1ccco1 | -2 | 0.0 | 5 | 0.0
Cc1ccc(CNC(=O)C(CC(C)C)NS(=O)(=O)c2ccc3c(c2)oc(=O)n3C)cc1 (configuration not stated) | 1 | 0.0 | -8 | 0.9
CC(=O)Nc1ccc(NC(=O)CSc2nnc(C)s2)cc1 | -8 | 0.1 | -3 | 0.7
O=S(=O)(NCCN1CCOCC1)c1cccc2nsnc12 | 2 | -0.1 | 2 | -1.4
CCOC(=O)c1sc2nc(SCC(=O)N3CCCc4ccccc43)n(CCc3ccc(Cl)cc3)c(=O)c2c1C | 0 | 0.8 | -5 | -0.5
CCOc1ccc(C(=O)Nc2ccc3c(c2)N(CCOC)CCC3)cc1OCC | 1 | -0.1 | 0 | -0.6
CC1(C)CC(NC(=O)c2cccc(-n3cc(NC(=O)Nc4ccccc4Cl)cn3)c2)CC(C)(C)N1 | -1 | 0.2 | -1 | 1.1
Cc1ccccc1Nc1sc(C(=O)c2ccccc2)c(N)c1C(N)=O | 11 | -0.1 | 5 | -0.1
COc1ccc(C(CNCCc2ccncc2)N(C)C)cc1 (configuration not stated) | 27 | 0.2 | 7 | 1.2
CCOc1ccccc1NC(=O)CSc1ccc2nc(-c3ccc(OC)cc3)cn2n1 | 16 | 0.3 | -3 | -1.8
O=C(c1ccc2c(=O)n(-c3cccc(C(F)(F)F)c3)c(=S)[nH]c2c1)N1CCN(c2ccccc2)CC1 | 3 | 0.1 | 5 | 0.4
O=C(CCS(=O)(=O)c1ccc(Cl)cc1)NC1CCCCCC1 | 17 | 0.2 | 2 | 0.3
CCC(CO)Nc1ccc2ncc(-c3cnc(OC)nc3OC)n2n1 (configuration not stated) | 18 | 0.1 | -2 | 2.6
Cn1c(=O)c([N+](=O)[O-])c(N2CCN(C(=O)c3ccccc3)CC2)c2ccccc21 | -2 | -0.1 | 18 | 0.2
CCOc1cc(CN2CCc3nnc(CNC(C)=O)n3CC2)ccc1O | -3 | 0.0 | 2 | 0.0
Cc1nc2ccc(Br)cn2c(=O)c1Cl | 17 | 0.2 | 3 | -0.1
CCN1CCN(C(=S)N=P(N2CCOCC2)(N2CCOCC2)C(C)(C)C)CC1 | 22 | 0.0 | 0 | 0.8
Cc1ccc2nc(N3CCC(NCC4CCCO4)CC3)nc(C)c2c1 (configuration not stated) | 11 | 0.0 | 9 | 0.4
Cc1cc2cc(CNC(=O)c3ccc(S(=O)(=O)N4CCCC4)cc3)ccc2[nH]1 | 0 | -0.1 | 0 | -0.5
Cc1nn(C)c(C)c1NC(=O)Cn1nc2c3ccccc3nc(Cc3ccccc3)n2c1=O | -9 | 0.0 | 4 | 0.1
CCNC(=S)Nc1ccc(F)c(Cl)c1 | -11 | 0.3 | 7 | 1.6
O=C(CN1CCC(NC(=O)c2ccccc2)CC1)NCc1cccs1 | 6 | 0.3 | 0 | -0.9
Cc1cc2c(cc3c(=O)n(CC(=O)N4CCCCC4C)nc(C)n32)s1 (configuration not stated) | 22 | 0.2 | 6 | -0.1
CC(C)CCn1c(N2CCN(C(=O)CCC(=O)O)CC2)nc2c1c(=O)[nH]c(=O)n2C | -12 | 0.0 | -1 | -0.7
CC1(c2ccc(OC(F)F)cc2)NC(=O)N(/N=C/c2ccc([N+](=O)[O-])cc2)C1=O (configuration not stated) | -1 | -0.1 | 3 | 1.0
COc1ccc(-c2csc(N3N=C(c4ccc(Cl)cc4)CC3c3ccc(OC)c(OC)c3)n2)cc1F (configuration not stated) | -5 | -0.1 | -1 | -0.3
O=C(COc1ccc(Br)cc1)OCCOc1ccc([N+](=O)[O-])cc1 | -4 | -0.1 | 2 | -0.9
Cc1cc(C)cc(NS(=O)(=O)c2ccc3c(c2)CCN3C(=O)CCC(=O)O)c1 | 27 | 0.7 | 5 | -0.6
COC(=O)c1ccccc1NC(=O)c1ccccc1OC | 6 | 0.4 | 3 | 0.7
Cc1ccc(C)c(-c2csc(NC(=O)c3ccc(Oc4ccccc4)cc3)n2)c1 | -2 | -0.1 | 17 | -1.1
CCN1CCN(c2ncc3c(n2)CC(c2cc(OC)c(OC)c(OC)c2)CC3=O)CC1 (configuration not stated) | -7 | 0.1 | 47* | 0.3
CCOC(=O)Cn1c(C)c(C#N)c2ccccc21 | -9 | -0.3 | -13 | 1.0
COc1ccc(Cl)cc1NC(=O)CCN1C(=O)C2C3C=CC(C3)C2C1=O (configuration not stated) | 12 | 0.5 | 4 | 0.7
COc1cccc(N=C(C)NNc2ccc([N+](=O)[O-])cc2[N+](=O)[O-])c1 | -11 | 0.1 | -13 | 0.5
Cc1c(CN2CCC(N3CCC(C(=O)NC4CC4)CC3)CC2)[nH]c2c(Cl)cccc12 | 14 | 0.6 | 0 | 3.9
CC(NC1CC1)c1ccc2c(c1)CC(c1nc3ccc(-c4ccnc(N)n4)cc3[nH]1)CO2 (configuration not stated) | 19 | 0.0 | -2 | -0.7
CC(=O)Nc1ccc(C(=O)CSc2nc3nc[nH]c3c(=O)[nH]2)cc1 | -3 | 0.6 | -6 | 0.0
O=C1C(=O)N(CCOCCO)C(c2cccs2)/C1=C(\O)c1ccc(F)cc1 (configuration not stated) | 55* | -0.1 | 4 | -1.5
Fc1ccc(-c2nc(-c3ccccc3)c(-c3ccc(F)cc3)o2)cc1 | -6 | 0.0 | 3 | -1.2
Cc1sc2nc(C3CC3)nc(SCC(=O)NCc3cccs3)c2c1C | -3 | 0.0 | -7 | 0.3
O=C(Nc1sccc1-c1nc2ccccc2s1)c1cc2ccccc2o1 | 19 | 1.2 | 5 | 1.6
CN(c1ccccc1C(=O)O)S(=O)(=O)c1ccc(O)c(C(=O)O)c1 | 8 | -0.4 | 4 | -0.4
C/C(=N\NC(=O)c1ccccc1)c1cccs1 | 16 | 0.1 | -45 | -1.5
Cc1ccc(CSc2nc(=O)n(CCCO)c3c2CCCC3)cc1 | -5 | -0.1 | 5 | -1.1
CCCOc1ccc(/C=C2/SC(=S)N(CC(=O)O)C2=O)cc1 | -3 | -0.1 | -2 | 0.6
COc1cc(NS(=O)(=O)c2ccc(NC(=O)c3cccc(I)c3)cc2)nc(OC)n1 | -6 | 0.0 | 6 | -0.2
COc1ccc(/C=C\C(=O)Nc2nn(C)c3c2C(c2ccccc2)CC(=O)N3)cc1OC (configuration not stated) | -9 | -0.1 | -6 | -0.4
O=C(Nc1ccc(Cl)cn1)Nc1ccccc1Cl | -1 | 0.0 | 0 | -1.5

Molecules above with two or more sulfur atoms:
SMILES | MITF primary | FBW7 activator | TEAD-YAP block | GPR151 activ
CC(=O)Nc1ccc(NC(=O)CSc2nnc(C)s2)cc1 | -8 | 0.1 | -3 | 0.7
O=S(=O)(NCCN1CCOCC1)c1cccc2nsnc12 | 2 | -0.1 | 2 | -1.4
CCOC(=O)c1sc2nc(SCC(=O)N3CCCc4ccccc43)n(CCc3ccc(Cl)cc3)c(=O)c2c1C | 0 | 0.8 | -5 | -0.5
Cc1sc2nc(C3CC3)nc(SCC(=O)NCc3cccs3)c2c1C | -3 | 0.0 | -7 | 0.3
O=C(Nc1sccc1-c1nc2ccccc2s1)c1cc2ccccc2o1 | 19 | 1.2 | 5 | 1.6
CCCOc1ccc(/C=C2/SC(=S)N(CC(=O)O)C2=O)cc1 | -3 | -0.1 | -2 | 0.6

Next part:
SMILES | MITF primary | FBW7 activator | TEAD-YAP block | GPR151 activ
Cc1ccc(NC(=O)/C=C/c2ccc(Cl)cc2)cc1C | -2 | -0.1 | -18 | 0.9
C=CCn1c(CCNC(=O)c2ccc(OC)c(OC)c2)nc2ccccc21 | -8 | 0.1 | 9 | 0.7
COc1ccc(C2Nc3cccc4cccc(c34)N2)cc1 | -1 | -0.2 | 5 | -1.5
COC(=O)c1c(OCCc2ccsc2)cc(=O)n2c1CCN(Cc1cnn(C)c1)CC2 | 3 | 0.1 | -21 | 2.4
c1ccc(CN2CCC(Nc3nc(NC4CCN(Cc5ccccc5)CC4)c4ncn(C5CCCCC5)c4n3)CC2)cc1 | 15 | 0.5 | -4 | -1.5
O=C(Nc1cc(Br)ccc1O)C1CC(c2ccc(F)cc2)=NO1 (configuration not stated) | 13 | -0.1 | 0 | -0.7
Cc1ccc(OCC(O)CN2CCCCC2)cc1C (configuration not stated) | -5 | 0.1 | 9 | -0.8
c1ccc(CCNc2nc3ccccc3n3nnnc23)cc1 | 6 | 0.1 | -3 | 1.0
COC(=O)c1ccc(N2C(=O)CC(N3CCN(Cc4ccccc4)CC3)C2=O)cc1 (configuration not stated) | 14 | 0.1 | 7 | 0.1
Cc1ccc(/C=C/C2=NC(=C\c3ccccc3)/C(=O)O2)cc1 | -16 | 0.0 | -11 | 0.7
CCOc1ccc(NC(=O)CSc2nnc(CNC(=O)c3cccc(C)c3)n2C)cc1 | 17 | 0.1 | 9 | 0.2
COc1cccc(NC(=O)c2ccc(-c3ccc(SC)cc3)nc2N2CCOCC2)c1 | -11 | 0.1 | 2 | 0.0
CCNC(=O)/C(=C\c1ccc(Cl)cc1)NC(=O)c1ccccc1 | -6 | 0.0 | 9 | -1.5
CC1CN(C2CCN(Cc3cccc(Br)c3)CC2)CC(C)O1 (configuration not stated) | 29 | -0.1 | 2 | 1.3
COc1cc(OC)c(OC)cc1CN1CCN(Cc2ccccc2C(F)(F)F)CC1 | 76* | -0.3 | -8 | -1.0
O=c1cc(Cn2cc(C(F)(F)F)cc(Cl)c2=O)c2c(ccc3ccccc32)o1 | 5 | 0.0 | 7 | 1.3
CC(C)C(NC(=O)c1ccc(C(C)(C)C)cc1)C(=O)NC1=NCCS1 (configuration not stated) | 14 | 0.0 | -3 | 0.2
CN(C)c1ccc(/C=C2\SC(=Nc3ccccc3)N(C3CCCCC3)C2=O)cc1 | 10 | 0.2 | -22 | 1.4
COc1ccc(-n2nc3cc(C)c(NC(=O)C(C)C)cc3n2)cc1 | -3 | 0.1 | 13 | -0.7
CC1=C(C#N)C(c2ccc3c(c2)OCO3)C2=C(CC(C)(C)CC2=O)N1 (configuration not stated) | 1 | 0.0 | 11 | 0.9
CCOC(=O)C(=O)Nc1ccc(C(C)(C)C)cc1 | 8 | -0.1 | -5 | -1.9
NS(=O)(=O)c1ccc(NC(=O)Cn2nnc(-c3ccccc3)n2)cc1 | 7 | 0.3 | 7 | 0.0
CCN1CCCC1CNC(=O)c1ccc(N2CCCC2=O)cc1 (configuration not stated) | 4 | 0.0 | 4 | 0.2
CCc1nnc(SCc2cc(=O)n3c(C)cccc3n2)nc1CC | -5 | 0.0 | -41 | -0.1
CCOc1ccc(C(C)=O)cc1CSc1nc(C)cc(=O)[nH]1 | 24 | 0.4 | -9 | -0.4
Cc1ccc(N=C2C(=O)N(CN3CCOCC3)c3ccccc32)c(C)c1 | 12 | -0.1 | 8 | -0.4
O=C(Cc1ccccc1F)N1CC[C@H]2[C@H](CCCN2Cc2ccccc2)C1 | -1 | 0.3 | 2 | -1.1

Looked up by structure from the entries so far (4):
SMILES | MITF primary | FBW7 activator | TEAD-YAP block | GPR151 activ
Cc1ccc(N=C2C(=O)N(CN3CCOCC3)c3ccccc32)c(C)c1 | 12 | -0.1 | 8 | -0.4
CN(C)c1ccc(/C=C2\SC(=Nc3ccccc3)N(C3CCCCC3)C2=O)cc1 | 10 | 0.2 | -22 | 1.4
CCOC(=O)C(=O)Nc1ccc(C(C)(C)C)cc1 | 8 | -0.1 | -5 | -1.9
NS(=O)(=O)c1ccc(NC(=O)Cn2nnc(-c3ccccc3)n2)cc1 | 7 | 0.3 | 7 | 0.0
